Bioassay records (PubChem)
CAL PDZ FP-1 = CAL PDZ (human) peptide binding inhibition | purified CAL PDZ, TMR-peptide fluorescence polarization, 1 h | AID 602252 | 300,000 compounds, 0.92% hits | inhibition, % at 24.9 µM | Q9HD26;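 active = mean inhibition of at least 30% with at least half of replicates also reaching 30%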;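 note: 0% = DMSO neutral control and 100% = excess unlabeled competitor peptide PRC23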
LANA DNA inh = blocks KSHV LANA C-terminal domain binding to DNA. AID 504423. MBP-C-LANA/FAM-LBS DNA binding, fluorescence polarization. inhibition, % at 9 µM. 340,000 compounds, 0.078% hits;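 active = highest replicate inhibition at or above 60% at 9 µM, even if other replicates fall short; inactive = all replicates below 60% inhibition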;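 note: 0% = neutral control wells and 100% = 4 µM acridine orange control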
PKA-R2B activ = PKA-R2B complex activation | P22694+P31323 | PKA-R2B holoenzyme dissociation, Cy5-IP20 fluorescence polarization; R2B truncated from residue 108, S112A mutant; 0% DMSO only, 100% 113 µM cGMP | 340,000 compounds, 0.079% hits | activation, % at 11.4 µM | AID 504700;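 active = activation above a cutoff set at the mean over all compounds plus 3 SD, cut at about 18% in these data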;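 note: higher means more holoenzyme dissociation and a rise in polarization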
Target sequence (P31323 whole entry, looked up, other chains not shown, the tested form may be a part): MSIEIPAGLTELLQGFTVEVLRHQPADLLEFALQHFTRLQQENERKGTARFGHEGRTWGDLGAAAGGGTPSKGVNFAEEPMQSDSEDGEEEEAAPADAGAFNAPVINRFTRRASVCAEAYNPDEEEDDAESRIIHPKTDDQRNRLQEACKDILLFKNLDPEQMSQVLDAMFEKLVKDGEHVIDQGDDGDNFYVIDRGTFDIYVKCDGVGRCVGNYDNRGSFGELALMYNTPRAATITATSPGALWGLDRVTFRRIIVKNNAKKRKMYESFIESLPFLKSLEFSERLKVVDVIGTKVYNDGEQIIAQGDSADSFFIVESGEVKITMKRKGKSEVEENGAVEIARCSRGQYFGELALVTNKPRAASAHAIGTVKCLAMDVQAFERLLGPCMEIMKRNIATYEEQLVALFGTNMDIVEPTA
Keap1 Nrf2 FP = inhibitors of human Keap1-Nrf2 protein-protein interaction | Keap1 Kelch-Nrf2 peptide fluorescence polarization, 1536-well | inhibition, % at 9.4 µM | 340,000 compounds, 0.15% hits | AID 504523; in the data active = inhibition above about 12%;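 note: human Keap1 Kelch domain with fluorescein labeled Nrf2 9mer peptide probe; 0% = neutral control wells and 100% = peptide positive control; higher means more block of Keap1 binding to Nrf2 peptide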
Rtt109 Vps75 = C. albicans Rtt109 histone acetyltransferase inhibition. purified Rtt109/Vps75, ThioGlo CoA-SH fluorescence, 4 h. AID 540336. 330,000 compounds, 0.16% hits. inhibition, % at 34.9 µM;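 active = inhibition of at least 50% in every replicate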
DAGLB inh = blocks human DAGLB lipase activity. Q8NCG7. HEK293T DAGLB membrane lysate, EnzChek fluorogenic substrate. inhibition, % at 5.17 µM. 340,000 compounds, 0.059% hits. AID 504411; in the data active = inhibition above about 34%;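 note: 0% = enzyme with vehicle and 100% = wells lacking enzyme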
Target sequence (Q8NCG7 whole entry, looked up): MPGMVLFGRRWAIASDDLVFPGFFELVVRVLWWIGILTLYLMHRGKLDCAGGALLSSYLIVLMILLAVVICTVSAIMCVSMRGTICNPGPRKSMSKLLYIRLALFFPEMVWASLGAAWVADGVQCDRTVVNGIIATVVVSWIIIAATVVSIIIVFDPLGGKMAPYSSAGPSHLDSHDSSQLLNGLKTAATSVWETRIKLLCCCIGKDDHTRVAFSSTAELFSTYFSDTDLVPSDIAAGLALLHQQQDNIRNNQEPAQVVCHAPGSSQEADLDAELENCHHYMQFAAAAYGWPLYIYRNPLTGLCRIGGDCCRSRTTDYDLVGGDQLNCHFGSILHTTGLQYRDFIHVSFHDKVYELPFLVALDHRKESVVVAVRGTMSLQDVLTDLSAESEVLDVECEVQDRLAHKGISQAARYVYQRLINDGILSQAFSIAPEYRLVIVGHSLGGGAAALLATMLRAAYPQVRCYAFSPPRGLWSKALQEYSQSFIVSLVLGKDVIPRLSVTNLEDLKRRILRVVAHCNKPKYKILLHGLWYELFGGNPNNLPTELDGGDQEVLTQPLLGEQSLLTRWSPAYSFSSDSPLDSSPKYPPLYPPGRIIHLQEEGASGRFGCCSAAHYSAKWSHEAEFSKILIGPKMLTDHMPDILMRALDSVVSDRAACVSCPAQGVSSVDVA
SR-BI DiI-HDL act = enhances SR-BI lipid uptake from DiI-HDL | CHO ldlA[mSR-BI] cells, DiI-HDL uptake fluorescence, 3 h; 100 = double the neutral-control signal | activation, % at 12.5 µM | 320,000 compounds, 0.096% hits;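 active = mean replicate activation of at least 60% and every replicate at or above 60%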;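 note: 0% = median plate neutral-control signal and 100% = twice that signal; values of inactives mirror those of a sister screen read the other way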
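Test system: SR-BI-overexpressing, LDLR-lacking CHO cells; Also added: labelled HDL, 10 µg/mL; Measured by: bottom-read cell fluorescence after medium removal, ex 550/em 595 nm; Timing: 3 h uptake period with compound, 37 °C; Buffer or medium: F12, 0.5% BSA, 25 mM HEPES; Doses: single compound concentration, delivered by pin transfer.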
CAL PDZ FP-2 = blocks peptide binding to human CAL PDZ domain; AID 504414; inhibition, % at 20 µM; 330,000 compounds, 0.02% hits; purified CAL PDZ, TMR-peptide fluorescence polarization, 1 h; Q9HD26;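 active = highest replicate inhibition of at least 40%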;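 note: plate controls were DMSO neutral control wells for no effect and unlabeled competitor peptide control wells for full effect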
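Test system: tagged CAL PDZ domain / Buffer or medium: sodium phosphate/NaCl buffer pH 7.4 with TCEP, IgG, Thesit / Reagent: TMR-labelled reporter peptide T*-PRC34 bound in PDZ groove / Compound dosing: single point, 20 µM / Schedule: 1 h incubation at room temperature before polarization reading / Technique: fluorescence polarization (mP) / Benchmarks: unlabelled peptide, DMSO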
RTF Ca sens act = cardiac RTF calcium sensitization | 340,000 compounds, 0.24% hits | AID 493008 | activation, % at 7.2 µM | IANBD-labeled TnC RTF fluorescence at EC20 calcium; 0% EC20 calcium, 100% full calcium | P19429+P45379;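 active = activation above the mean over all tested compounds plus 3 SD, cut at about 30% in these data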;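 note: rise in fluorescence read as greater calcium sensitivity of cardiac thin filaments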
Cardiac RTF inh = cardiac RTF calcium desensitization; inhibition, % at 7.15 µM; IANBD-labeled cardiac RTF, Ca2+ fluorescence; AID 493244; P19429+P45379; 340,000 compounds, 0.12% hits;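 active = inhibition above the mean inhibition of all tested compounds plus 3 SD, cut at about 17% in these data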;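 note: assay run at fixed EC70 calcium of 1.6 mM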
An asterisk follows results filed as active; . = no result given.

Below each SMILES: CAL PDZ FP-1	LANA DNA inh	PKA-R2B activ	Keap1 Nrf2 FP	Rtt109 Vps75	DAGLB inh	SR-BI DiI-HDL act	CAL PDZ FP-2	RTF Ca sens act	Cardiac RTF inh
> Cc1nc(SCC(=O)N2CCN(c3ccccc3)CC2)c2oc3ccccc3c2n1
→ 64*	0.9	4	-1	15	-7	.	-1.5	-7	-3
> O=C(COc1ccccc1[N+](=O)[O-])NC1CC1
→ .	-2.8	-2	1	5	1	-9	0.0	1	4
> NC(=O)c1ccccc1NC(=O)CCCN1C(=O)CCC1=O
→ .	-1.1	-12	-3	3	0	17	-0.5	-1	-8
> CCOc1cccc2cc(-c3cn4cc(C)ccc4n3)c(=O)oc12
→ -3	-1.0	-7	-1	-4	1	.	-0.5	2	4
> Cn1c(=O)c2c(ncn2CC(O)CO)n(C)c1=O (stereo not drawn)
→ 14	0.0	-5	2	2	0	12	0.2	-2	-8
> CCC(C)C(N)C(=O)N1CCCC1C(=O)NC(C(=O)O)C(C)CC (stereo not drawn)
→ -3	-1.9	0	-1	4	0	10	-0.5	-4	12
> CC/C=C/C(=O)N1CC2(CC(c3cccc(NC(=O)CCCCC)c3)=NO2)C[C@H]1C(N)=O (stereo partly drawn)
→ 1	0.9	8	-4	3	0	-48	-0.6	0	8
> COC(=O)/C=C1\NCCSC1=O
→ .	-0.1	-5	3	9	-1	14	-0.3	-2	-1
> O=C(OCc1c(Cl)nc2sccn12)c1cc2c(s1)CCCC2
→ 0	1.6	4	3	-15	-3	4	.	4	-3
> Cc1cc(=O)oc2cc(NC(=O)CCC(=O)O)ccc12
→ -2	2.8	-5	-1	-3	1	-24	.	-1	-9
> CCCNCc1cc(Br)ccc1OCC(=O)NCCc1ccccc1
→ -2	-0.8	1	-6	5	-2	6	-0.4	-2	-2
> C[C@H](CO)N1C[C@H](C)[C@@H](CN(C)C(=O)Nc2ccc3c(c2)OCO3)Oc2ccc(NC(=O)Nc3ccc4c(c3)OCO4)cc2C1=O
→ 1	-1.0	-1	-3	-8	1	5	0.5	-3	-6
> C1=C(c2ccccc2)Nc2nnnn2C1
→ -5	-1.2	-10	1	-378	2	5	-0.5	-3	-2
> CN1CCN(C(=O)c2ccc3c(=O)n(Cc4ccco4)c(=S)[nH]c3c2)CC1
→ 4	0.2	6	-5	7	0	8	-1.5	-9	-6
> Cc1ccc(C)c(NC(=O)c2cc(S(=O)(=O)N3CCCCC3)c[nH]2)c1
→ .	0.0	-2	1	-4	-1	-23	-1.1	-3	2
> O=C(COC(=O)c1ccc2ncsc2c1)Nc1ccccc1Br
→ 2	1.7	1	-3	4	-17	-9	-1.9	-1	-1
> COc1ccc(-c2csc(NC(=O)C3CC(=O)N(c4ccc5c(c4)OCCO5)C3)n2)cc1 (stereo not drawn)
→ 15	0.9	3	-1	1	-2	-35	-0.8	4	-2
> COC(=O)c1ccc(CSc2nc(C(F)(F)F)c3c(c2C#N)CCC3)o1
→ -3	-0.3	-4	-2	2	-4	-40	-0.2	2	-7
> CC(=O)Nc1cccc(OCc2cccc([N+](=O)[O-])c2)c1
→ -5	-0.1	-4	-1	-2	1	-13	-0.6	-8	-14
> O=C(O)CCCNS(=O)(=O)c1ccc(NCc2ccccc2)c(C(=O)O)c1
→ -4	0.1	-5	-6	8	-1	27	.	2	-5

Compound profiles, as listed above. Values in the order: CAL PDZ FP-1 | LANA DNA inh | PKA-R2B activ | Keap1 Nrf2 FP | Rtt109 Vps75 | DAGLB inh | SR-BI DiI-HDL act | CAL PDZ FP-2 | RTF Ca sens act | Cardiac RTF inh
`Cc1nc(SCC(=O)N2CCN(c3ccccc3)CC2)c2oc3ccccc3c2n1` across the screens: 64* | 0.9 | 4 | -1 | 15 | -7 | . | -1.5 | -7 | -3
`COC(=O)/C=C1\NCCSC1=O` across the screens: . | -0.1 | -5 | 3 | 9 | -1 | 14 | -0.3 | -2 | -1
`Cn1c(=O)c2c(ncn2CC(O)CO)n(C)c1=O` (stereo not drawn) across the screens: 14 | 0.0 | -5 | 2 | 2 | 0 | 12 | 0.2 | -2 | -8
`Cc1cc(=O)oc2cc(NC(=O)CCC(=O)O)ccc12` across the screens: -2 | 2.8 | -5 | -1 | -3 | 1 | -24 | . | -1 | -9
`CN1CCN(C(=O)c2ccc3c(=O)n(Cc4ccco4)c(=S)[nH]c3c2)CC1` across the screens: 4 | 0.2 | 6 | -5 | 7 | 0 | 8 | -1.5 | -9 | -6

(more compounds)
Below each SMILES: CAL PDZ FP-1	LANA DNA inh	PKA-R2B activ	Keap1 Nrf2 FP	Rtt109 Vps75	DAGLB inh	SR-BI DiI-HDL act	CAL PDZ FP-2	RTF Ca sens act	Cardiac RTF inh
> Cc1cc(C)c(C#N)c(SCC2COc3ccccc3O2)n1 (stereo not drawn)
→ -4	-3.1	-3	0	6	-10	-29	-3.3	6	-3
> CCOC(=O)C(Cc1ccccc1)(Cc1ccccc1)C(C)=O
→ -1	1.3	2	-3	1	-7	-17	-2.2	-3	-2
> Nc1c2c(nc3ccc(Br)cc13)N(Cc1ccccc1)CC2
→ -5	0.0	2	-9	-2	0	-28	-5.4	3	-5
> O=C(COC(=O)CN1C(=O)NC2(CCCCC2)C1=O)Nc1cc(F)ccc1F
→ -7	-0.3	6	-1	-4	0	.	-2.1	-3	-4
> CC(=O)c1cnc2cc(-c3ccc(Cl)cc3)nn2c1C
→ -4	0.7	-6	-1	-9	-2	10	-2.2	2	-5
> Nn1c(SCC(=O)Nc2ccccc2F)nnc1-c1cccs1
→ -4	-0.2	1	2	-4	2	8	-2.7	-1	-3
> CC1=C(C(=O)NC2CC(C)(C)Cc3c2cnn3-c2cccc(F)c2)OCCO1 (stereo not drawn)
→ 0	-9.8	-1	1	9	1	-37	-1.8	-2	-1
> COc1cc2c(cc1OC)C(c1cccnc1)CC(=O)N2 (stereo not drawn)
→ .	-0.1	1	1	-14	0	4	-0.4	-5	-10
> Nc1ccc(-c2ccc(N)cc2C(F)(F)F)c(C(F)(F)F)c1
→ .	0.6	-7	0	-4	1	9	0.3	-7	2
> Cc1ccc(-c2nn(-c3ccccc3)cc2/C=C2\SC(=S)N(CCCCCC(=O)O)C2=O)o1
→ 5	-106	-7	-276	-6	3	22	-3.7	48*	-227
> CCN(C(=O)COC(=O)c1cccc(-n2cnnn2)c1)C1CCCCC1
→ 6	0.9	-5	2	-2	1	8	-0.3	-8	1
> Cc1ccc(C(=O)NNC(=S)Nc2cccc(Cl)c2Cl)cc1[N+](=O)[O-]
→ 1	-1.6	4	-1	13	6	24	0.7	0	2
> CCc1[nH]nc(C(=O)N2CCCC(CNS(=O)(=O)c3cccs3)C2)c1C (stereo not drawn)
→ .	1.8	-4	0	1	-1	19	-0.3	-1	-2
> CCc1sc(N(C(=O)Cc2ccccc2)c2cccc(F)c2)nc1-c1ccc(C)cc1
→ -3	-0.7	3	4	11	1	15	-0.5	-4	-4
> O=C(NCc1ccco1)C(c1ccccc1)N(Cc1ccccc1)C(=O)Cn1nnc2ccccc21 (stereo not drawn)
→ 0	-2.6	9	-7	7	-9	12	-1.2	1	8
> COc1cc(C(C)=O)ccc1OCC(=O)NC(=O)Nc1ccc(C)cc1C
→ 0	-0.5	-6	-6	0	-2	-32	-2.5	-1	-5
> COc1cc(NC(=O)c2ccc(F)cc2)c(OC)cc1Cl
→ -3	0.5	-11	-1	-4	-4	-61	-1.5	0	-3
> O=C(COc1ccccc1[N+](=O)[O-])Nc1ccccc1N1CCCC1
→ -4	1.1	4	0	.	-3	-30	-1.9	-2	-9
> COc1ccc(OC)c(-c2csc(NC(=O)C3c4ccccc4Oc4ccccc43)n2)c1
→ .	0.0	-10	0	6	-6	-59	-0.4	-8	-6
> O=C(COc1ccc(Cl)cc1)N1CCCCCCC1
→ 0	1.3	0	-2	-6	-3	-9	-0.1	-1	1

CAL PDZ FP-1, entries above that show a hit
| molecule | CAL PDZ FP-1 | LANA DNA inh | PKA-R2B activ | Keap1 Nrf2 FP | Rtt109 Vps75 | DAGLB inh | SR-BI DiI-HDL act | CAL PDZ FP-2 |
| --- | --- | --- | --- | --- | --- | --- | --- | --- |
| Cc1nc(SCC(=O)N2CCN(c3ccccc3)CC2)c2oc3ccccc3c2n1 | 64* | 0.9 | 4 | -1 | 15 | -7 | . | -1.5 |

(listing goes on)
Below each SMILES: CAL PDZ FP-1	LANA DNA inh	PKA-R2B activ	Keap1 Nrf2 FP	Rtt109 Vps75	DAGLB inh	SR-BI DiI-HDL act	CAL PDZ FP-2	RTF Ca sens act	Cardiac RTF inh
> Cc1ccccc1OCCNC(=S)Nc1ccccc1
→ -3	0.5	-7	-1	17	0	-40	-1.1	-2	-4
> S=C(Nc1ccc(Br)cc1)NC1CCCCC1
→ -2	-2.0	-7	-4	-9	-5	-5	-2.9	2	-15
> Cc1cc(C)n2cc(CSc3ncn[nH]3)nc2n1
→ -1	0.4	-1	-4	-9	-2	19	-1.5	1	-4
> Cn1nnnc1SCC(=O)Nc1nc2ccccc2s1
→ 2	-3.5	-5	4	4	-2	4	0.5	-3	-4
> CCO[C@H]1OC(C(=O)N2CCOCC2)=C[C@@H](c2coc3ccccc3c2=O)[C@@H]1CCCO
→ -1	-0.4	0	1	-4	-1	10	0.5	0	0
> CCOC(=O)/C(C#N)=C/c1cccc([N+](=O)[O-])c1
→ 0	-0.8	-1	2	-6	2	4	-1.6	-4	-4
> Cc1noc(C)c1C(=O)OCC(=O)N(C)C1(C#N)CCCCC1
→ 15	-4.1	-12	0	0	-3	19	0.1	-2	5
> CC(C)(C)c1ccc(C(=O)N/N=C2\C3CN4CCN(C3)CC2(c2ccccc2)C4)cc1
→ -2	-2.3	-2	-5	10	-6	28	0.4	6	-17
> CCn1c(C)nc2cc(S(=O)(=O)N3CCCCC3)ccc21
→ 1	-0.8	1	1	0	1	-13	-2.9	-4	-1
> CN1N=C(c2ccc(F)c(F)c2)CSC1=NCc1ccccc1
→ -3	1.4	-1	-5	0	-1	5	0.2	1	-2
> Oc1ccc2ccccc2c1CNn1cnnc1
→ 0	-0.1	0	-2	-4	0	1	-1.0	3	-6
> OC(CNCC#Cc1ccccc1)c1ccccc1 (stereo not drawn)
→ -2	2.3	7	-7	-14	0	.	-2.5	5	-5
> O=C(Cn1c(=O)sc2ccccc21)NCc1ccco1
→ -3	-1.3	16	-3	-5	-3	13	-4.3	4	1
> CC(Sc1ccc(Cl)cc1)C(=O)NCc1cccnc1 (stereo not drawn)
→ 0	1.6	-3	-1	11	-1	-9	-1.1	-5	-7
> O=S(=O)(c1ccc(Oc2ccc(S(=O)(=O)N(CCO)CCO)cc2)cc1)N(CCO)CCO
→ -2	0.4	-8	-3	4	-3	25	-1.6	-1	-7
> Cc1ccccc1Oc1nnc(-c2cccs2)c2ccccc12
→ -4	-0.4	5	-3	6	-2	-34	-0.9	-3	-1
> O=C(NCc1ccco1)C1c2ccccc2Oc2ccccc21
→ 0	7.3	8	2	-2	-3	10	-0.6	3	-3
